Source: PubChem BioAssay
Kir21 block = inhibitors of mouse Kir2.1 inward-rectifier potassium channel; 310,000 compounds, 0.85% hits; AID 1672; B-score at 10 µM; HEK293-Kir2.1, FluxOR thallium flux fluorescence; stronger effect = lower value;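 active = fluorescence ratio B-score at or below minus 3 SD of library scores, with starting-brightness B-score within 2 SD, cut at about -4.2 in these data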;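 note: channel flux triggered by added potassium and thallium sulfate stimulus; B-score of peak minus minimum fluorescence over baseline after thallium stimulus; more negative B-score means stronger Kir2.1 block with less thallium influx; some compounds called inactive have numbers as strong as hits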
Target sequence (P35561 whole entry, looked up): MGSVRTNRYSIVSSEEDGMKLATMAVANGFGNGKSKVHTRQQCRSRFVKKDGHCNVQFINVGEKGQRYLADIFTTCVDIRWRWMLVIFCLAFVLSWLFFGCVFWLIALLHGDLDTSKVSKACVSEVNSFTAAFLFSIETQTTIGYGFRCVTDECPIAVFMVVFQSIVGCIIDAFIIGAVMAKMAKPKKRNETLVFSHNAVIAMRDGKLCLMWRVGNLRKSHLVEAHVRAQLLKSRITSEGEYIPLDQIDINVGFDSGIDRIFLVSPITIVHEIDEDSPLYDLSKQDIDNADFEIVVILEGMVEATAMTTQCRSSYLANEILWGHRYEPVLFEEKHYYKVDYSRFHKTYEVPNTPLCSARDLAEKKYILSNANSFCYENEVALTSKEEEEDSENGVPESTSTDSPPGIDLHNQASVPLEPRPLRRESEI
KCNQ2 inh = KCNQ2 channel blockers in CHO-K1 cells – cell-based, FluxOR thallium flux, B-score, primary screen (AID 2156); B-score at 10 µM; 310,000 compounds, 1.1% hits; O88943; 20 min; stronger effect = lower value;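 active = fluorescence ratio B-score at most minus 3 library SDs, with starting brightness B-score within 2 library SDs, cut at about -5.5 in these data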
An asterisk follows results filed as active; i = inactive; & = joins results of further samples. This is a random part of the collection. About 1.8% of those tested had a hit in this group.

mol | Kir21 block | KCNQ2 inh
O=C1NC(c2ccccc2)=C(c2ccc3ccccc3n2)C(c2ccc(F)cc2)N1 (stereo unspecified) | 0.5 | i
C=CCCC(=O)N1CCC(Oc2cccc(C(=O)NCc3ccccn3)c2)CC1 | -0.4 | i
CC(=O)c1ccc(OCC(=O)Nc2ccccc2C(=O)NC2CC2)cc1 | 1.1 | i
Cc1c(C(=O)OC(C)C(C)C[N+](C)(C)C)oc2ccccc12 (stereo unspecified) | -2 | i
Cc1ccc(-c2nc3ccccc3s2)cc1NC(=S)NC(=O)/C=C/c1ccco1 | 0 | i
CCCCSc1nc(C)[nH]c1[N+](=O)[O-] | 0.81 | i
CC1CCCCN1C(=O)Cc1ccc(F)cc1 (stereo unspecified) | 0.24 | i
OCc1ccccc1NC(=S)Nc1cccnc1 | -0.01 | i
CCOc1ccc(N(CC(=O)NCc2ccc(Cl)cc2)S(=O)(=O)c2ccccc2)cc1 | 1.1 | i
COc1ccc(CNS(=O)(=O)c2ccc(-n3cccn3)cc2)cc1 | 0.83 | i
O=C(CCN1CCOCC1)N/N=C/c1cc(Br)cc(Br)c1O | 0.08 | i
Cn1c2c(c(=O)n(C)c1=O)C1c3cc(Cl)ccc3OCC1CO2 (stereo unspecified) | 1.6 | i
Cc1ccc(OCCSc2nc3ccccc3n2CC(=O)O)cc1C | 0.01 | i
CN(CC(=O)NC(c1ccccc1)c1ccccc1)Cc1nc2ccccc2c(=O)[nH]1 | 0.12 | -6.6*
COc1ccc(NC(=O)Nc2ccc3c(c2)CCC3)cc1OC | 0.72 | i
O=C(Nc1c(F)cccc1F)c1cnc(N2CCN(c3ccccn3)CC2)c2ccccc12 | 0.32 | i
CC(C)Cn1c(N2CCN(CC(=O)Nc3ccc(Cl)cc3)CC2)nc2ccccc21 | -0.55 | i
CC(C(=O)NCc1ccc2c(c1)OCO2)c1ccc([N+](=O)[O-])cc1 (stereo unspecified) | -0.91 | i
CCC(Sc1ccc(C(=O)O)cc1)C(=O)O (stereo unspecified) | 1.8 | i
Nc1[nH][nH]c(=O)c1N=Nc1cccc(Cl)c1 | 0.46 | i
O=S(=O)(c1ccc(Br)c2ccccc12)N1CCCC1 | 0.53 | i
COC(=O)c1ccc(CSc2nc(N3CCOCC3)c3c(c2C#N)CC(C)(C)OC3)o1 | -0.02 | i
CSc1ccc(CN(C)C(C)C(=O)NCC2CCCCC2)cc1 (stereo unspecified) | -0.56 | i
COc1ccc(CCNC(=O)/C=C/c2ccc3ccccc3n2)cc1OC | -1.1 | i
O=C(O)c1ccccc1SCC(=O)N1CCOCC1 | -0.02 | i
CC(C)(C)c1csc(NC(=O)c2ccncc2)n1 | 1.2 | i
CCOc1ccc(C2=Nn3c(nnc3-c3ccc(OC)cc3)SC2)cc1 | -0.1 | i
CCOC(=O)C(C)(C)N(Cc1cccc(C)c1)S(=O)(=O)c1cccc([N+](=O)[O-])c1 | -0.19 | i
CC(CCO)Nc1nc2c(c(=O)n(C)c(=O)n2C)n1Cc1cccc(Br)c1 (stereo unspecified) | -1.8 | i
CN(CCc1ccccn1)C(=O)CCNC(=O)Cn1cnc2ccccc2c1=O | 0.38 | i
C/C(=N\Nc1ncc(Cl)cc1Cl)c1ccc2c(c1)OCO2 | 1.1 | i
CS(=O)(=O)NCCn1ccc2ccccc21 | 1.4 | i
CC(C)CN(CC(C)C)S(=O)(=O)N1CCC(C(=O)NCc2cccs2)CC1 | -0.04 | i
COC(=O)c1cc(NS(=O)(=O)c2ccc(N3CCOCC3)c([N+](=O)[O-])c2)cc(C(=O)OC)c1 | 0.11 | i
CCOc1cc(C(=O)Nc2ccc(S(=O)(=O)Nc3nnc(CC)s3)cc2)cc(OCC)c1OCC | 0.1 | i
COc1ccc(C(=O)NC2CC2)cc1OC1CCN(Cc2cnn(C)c2)CC1 | -1.1 | i
COc1ccccc1OCCOc1ccc(/C=C2/C(=N)N3OC(C)=CC3=NC2=O)cc1OC | -0.03 | i
COc1ccc(CCNC(=O)CCCCCN2C(=O)c3ccccc3C2=O)cc1 | 0.7 | i
O=C(N/N=C/C(Cl)=C/c1ccc([N+](=O)[O-])cc1)C(=O)Nc1ccc(C(=O)O)cc1 | -0.16 | i
Oc1c(CN2CCCCC2)cc(Br)c2cccnc12 | 0.32 | i
CCc1cccc2c1NC(=O)C2(O)CC(=O)c1cccs1 (stereo unspecified) | 2.1 | i
O=C1Nc2ccccc2N(O)N1c1ccc(S(=O)(=O)Nc2ccccn2)cc1 | -0.14 | i
CCCCN(CCCC)CCNC(=O)c1cn(CC)c2ccc(S(=O)(=O)N3CCCC3)cc2c1=O | 0.03 | i
O=C(Nc1c2c(nn1-c1cccc(Cl)c1)CS(=O)(=O)C2)C1CC1 | -0.83 | i
O=S(=O)(Nc1cccc(CCc2ccccn2)c1)c1ccc(Cl)cc1 | -9.2* | i
Nc1c(C(=O)NCCN2CCOCC2)c2nc3ccccc3nc2n1-c1cccc(F)c1 | 0.39 | i
O=C(Nc1nc2ccccc2[nH]1)C1CC1 | 0.13 | i
CC(=O)N1C(C(=O)O)Cc2c([nH]c3ccccc23)C1(C)C (stereo unspecified) | -0.27 | i
O=C(Cc1ccccc1)NCc1ccc(F)cc1 | 0.8 | i
O=C1C(=O)N(CCN2CCOCC2)C(c2ccccc2)/C1=C(\O)c1ccc2c(c1)OCCO2 (stereo unspecified) | 1.8 | i

New compounds follow:
mol | Kir21 block | KCNQ2 inh
COc1ccc(CN(C)CC(=O)Nc2cc3oc4ccccc4c3cc2OC)c(OC)c1 | -0.71 | i
N=c1c(C(=O)NCC2CCCO2)cc2c(=O)n3ccccc3nc2n1C1CCCCC1 (stereo unspecified) | -0.43 | i
CC(=O)C1=C(O)C(=O)N(Cc2ccco2)C1c1ccccc1F (stereo unspecified) | 1.3 | i
C/C(=N\Nc1nc2ccccc2[nH]1)c1ccc([N+](=O)[O-])cc1 | -1 | i
Cc1ccc(C(=O)NCC(=O)OCC(=O)Nc2ccc(Cl)cc2C(F)(F)F)cc1C | -3.1 | i
Cc1nn(CC(C)C)c(Cl)c1C(=O)N(c1ccc(Cl)cc1F)S(C)(=O)=O | 0.93 | i
CCC(C)(C)C(=O)Nc1cccc(Cl)c1C | -0.11 | i
Cc1ccc(NC(=O)/C(=C\c2cccnc2)NC(=O)c2ccccc2)cc1 | 1 | i
CC(C)c1nc(SCC(=O)Nc2ccc3c(c2)OCCO3)n[nH]1 | -0.99 | i
Cc1nc2c(C(=O)NCc3ccc4c(c3)OCO4)c[nH]n2c(=O)c1Cc1ccccc1F | 0.9 | i

Exported field by field: part of the list above
CC(C)c1nc(SCC(=O)Nc2ccc3c(c2)OCCO3)n[nH]1
- Kir21 block = -0.99
- KCNQ2 inh = i

Cc1nc2c(C(=O)NCc3ccc4c(c3)OCO4)c[nH]n2c(=O)c1Cc1ccccc1F
- Kir21 block = 0.9
- KCNQ2 inh = i

(listing goes on)
mol | Kir21 block | KCNQ2 inh
COc1ccc(Br)cc1S(=O)(=O)N(CC(=O)N1CCN(C)CC1)c1ccccc1 | -0.34 | i
Cc1ccc(CNCC(O)(c2ccccc2)c2ccc(F)cc2)cc1 (stereo unspecified) | -8.9* | i
COc1ccccc1CCNC(=O)c1ccc(OC)c(OC2CCN(C(C)C)CC2)c1 | -1.2 | i
CCN(CC)c1ccc(SS(=O)(=O)O)cc1 | 0.8&0.57 | i
CN1CCN(c2nc3c(c(=O)[nH]c(=O)n3C)n2Cc2ccccc2F)CC1 | 0.36 | i
c1ccc(-c2nnc(OCc3cccnc3)c3ccccc23)cc1 | 0.48 | i
Cc1ccc(C(=O)OCC(=O)Nc2ncc(C(F)(F)F)cc2Cl)cc1NC(=O)c1ccco1 | 0.13 | i
O=C(CSc1ccc2nnc(-c3cccc(F)c3)n2n1)NCC1CCCO1 (stereo unspecified) | -1.5 | i
C=CCNC(=S)NNC(=O)c1ccc(Br)o1 | 0.07 | i
O=c1cccc2n1Cc1cc3ccccc3nc1-2 | 0.48 | i

Among those listed so far, these have a CF3 group.
mol | Kir21 block | KCNQ2 inh
Cc1ccc(C(=O)NCC(=O)OCC(=O)Nc2ccc(Cl)cc2C(F)(F)F)cc1C | -3.1 | i
Cc1ccc(C(=O)OCC(=O)Nc2ncc(C(F)(F)F)cc2Cl)cc1NC(=O)c1ccco1 | 0.13 | i

The listing continues:
mol | Kir21 block | KCNQ2 inh
COc1ccc(NC(=S)NC(=O)/C=C/c2ccco2)cc1 | 0.08 | i
CCOC(=O)COc1ccc2c(c1)c(C(=O)OCC)c(C)n2CC | 0.38 | i
COc1cc2c(cc1OC)C(Nn1cnnc1)=NC1(CCCC1)C2 | -0.53 | i
O=P(O)(c1ccc(Cl)cc1)c1ccc(Cl)cc1 | -0.07 | i
Cc1c(NC(=O)CSc2nc3ccccc3n2C)c(=O)n(-c2ccccc2)n1C | -0.15 | i
Cc1nc2cc(NC(=O)N3CCCCC3)ccc2n1C | 1.5 | i
O=C(COc1cccc2cccnc12)N/N=C/c1ccc(O)cc1 | 1.9 | i
N=C1S/C(=C\c2ccccc2)C(=O)N1c1ccc(F)cc1 | -1 | i
Cc1nc2ccc(S(=O)(=O)NCC(=O)N(C)Cc3ccco3)cc2s1 | -0.76 | i
CSc1ccc(S(=O)(=O)N2CCN(Cc3ccc4c(c3)OCO4)CC2)cc1 | -0.22 | i

As a short view, part of the list above:
mol | Kir21 block | KCNQ2 inh
Cc1nc2ccc(S(=O)(=O)NCC(=O)N(C)Cc3ccco3)cc2s1 | -0.76 | i
CSc1ccc(S(=O)(=O)N2CCN(Cc3ccc4c(c3)OCO4)CC2)cc1 | -0.22 | i

Carrying on:
mol | Kir21 block | KCNQ2 inh
N#Cc1c(-c2cccc([N+](=O)[O-])c2)nc2n(c1=O)CCS2 | 0.65 | i
O=C(Cc1ccc(Br)cc1)NCCN1CCOCC1 | 1.1 | i
Cc1cc(-c2nn(-c3ccccc3F)cc2CN2CCC(O)CC2)c(C)s1 | -1 | i
COc1ccc(NC(=O)Cn2c(=O)sc3ccccc32)c(OC)c1 | -0.77 | i
CCN(CC)S(=O)(=O)c1cc(NC(=O)C(=O)c2c(-c3ccccc3)cc3ccccn23)ccc1C | -0.03 | i
CCOc1ccc(C2OC34CCCCC3C(C#N)(C#N)C2(C#N)C(=N)O4)cc1OC (stereo unspecified) | 0.67 | i
c1ccc(Cn2ncc3c(N4CCCCC4)ncnc32)cc1 | 0.29 | i
Nc1nc(NC(=O)/C=C/c2ccccc2)nn1-c1ccccc1 | 1.5 | i
CCN(C(=O)CSc1nnc(Nc2ccccc2C)s1)C1CCS(=O)(=O)C1 (stereo unspecified) | -0.44 | i
CN1CCN(C(=O)c2ccccc2NC(=O)c2ccc(C(C)(C)C)cc2)CC1 | 0.72 | i
Cc1cc(C)c2c(c1)cc(C)c1nnc(SCC(=O)Nc3cc(C)on3)n12 | -0.36 | i
O=C(Nc1nc2c(s1)CCCC2=O)c1cnccn1 | 1.4 | i
O=C(NCc1cccnc1)c1cccc2c1C(=O)N(C1CCCCC1)C2 | -2.3 | i
COc1cccc(C(=O)Oc2ccccc2/C=C\C(=O)c2cc3ccccc3o2)c1 | 1.8 | i
Cc1ccc(N(Cc2ccccc2)C(=O)c2ccc(S(=O)(=O)N3CCOCC3)cc2)cc1 | 0.83 | i
COc1cccc(NC(=O)Cn2c(=O)n(CC3CCCO3)c(=O)c3ccccc32)c1 (stereo unspecified) | -1.4 | i
CCCCCn1c(CCNC(=O)CCC)nc2ccccc21 | 0.22 | i
O=S1(=O)CCOC[C@H](CC2CCCCC2)N1Cc1ccccc1 | -1.1 | i
Cc1nc2cc(C(=O)O)ccc2n1-c1ccc(F)cc1F | 0.06 | i
Cn1cccc1Cc1nnc(SCC(=O)Nc2ccccc2F)n1-c1ccc(F)cc1 | -2.2 | i
CC(C)NC(=O)c1onc(CSc2cccc3ccccc23)c1C(=O)O | 0.32 | i
COc1ccccc1C(=O)C1CCCN(C(=O)c2snnc2C)C1 (stereo unspecified) | -1.1 | i
Cc1ccc(C(=O)NC(NC(=S)Nc2ccc(S(N)(=O)=O)cc2)C(Cl)(Cl)Cl)cc1 (stereo unspecified) | -0.87 | i
CN(C)c1ccc(P(=O)(OCc2ccccc2)C(O)c2ccc(Br)cc2)cc1 (stereo unspecified) | -0.14 | i
Cc1ccccc1C(=O)NC(=S)Nc1sc2c(c1C#N)CCC(C)C2 (stereo unspecified) | -0.02 | i
O=C1CN(C(=O)/C=C/c2ccccc2)CCN1 | 0.47 | i
NC(=O)CN1C(=O)C(O)(CC(=O)c2ccccc2O)c2ccccc21 (stereo unspecified) | 2.1 | i
O=P(/C(=N/O)Sc1ccccc1)(N1CCOCC1)N1CCOCC1 | -2 | i
COc1ccc(CCC(C)Nc2cccc(C)c2)cc1 (stereo unspecified) | -1.5 | i
O=C(NCc1ccccc1)C1CCN(C(=O)NCc2ccccc2)CC1 | 0.22 | i
O=C(O)C1C(c2ccccc2)C(C(=O)N2CCOCC2)C1c1ccccc1 (stereo unspecified) | -0.33 | i
COc1ccc(Br)cc1S(=O)(=O)Nc1cccc(C)n1 | -0.05 | i
COc1ccc(C(=O)Oc2c(OC)cc(C(=S)N3CCOCC3)cc2OC)cc1OC | -0.69 | i
O=C(c1ccc(COc2ccccc2Cl)o1)N1N=C(C(F)F)CC1(O)C(F)F (stereo unspecified) | -0.32 | i
CC1(C)CC(NC(=O)C23CCC(C)(/C(=N/O)C2)C3(C)C)CC(C)(C)N1 (stereo unspecified) | -0.86 | i
O=C(CN1CCCc2ccccc21)NCCc1ccc(F)cc1 | -6.5* | i
O=C(Nc1ccc(Cl)cc1N1CCOCC1)C1CCCO1 (stereo unspecified) | -1.2 | i
O=C(CN(C(=O)c1csnn1)c1cccc2c1CCCC2)NCc1ccccc1 | 0.41 | i
Cc1c(C(=O)Nc2cccc(Cl)c2)c2ccccn2c1CCc1ccncc1 | -1.9 | i
